# PrPC surface inh: inhibitors of human cell surface prion protein PrPC; P04156; TR-FRET read-out; inhibition, % at 13.8 µM; hit rate 0.43% among 370,000; in the data active means inhibition above about 24%; further: 0% = median of the test wells and 100% = reference compound wells
# TcdB GH inh: blocks C. difficile toxin B glycohydrolase activity; P18177; TcdB glycohydrolase enzymatic assay, plate reader; inhibition, % at 9.99 µM; hit rate 0.24% among 350,000; in the data active means inhibition above about 10%
# PriA SSB inh: blocks PriA binding to SSB C-terminal tail. AlphaScreen SSBct-PriA binding, biotinylated peptide. AID 1272365. inhibition, % at 33 µM. hit rate 0.6% among 430,000; in the data active means inhibition mostly above about 37%, no sharp cut-off; inactive means mostly below about 20%;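 further: plate controls were negative control peptide for no effect and reference peptide for full effect; strong numbers were not always called active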
# Y pestis TopoI: blocks Yersinia pestis topoisomerase I activity; Y. pestis Topo-I cleavage product accumulation, plate reader; activity, % at 10 µM; hit rate 0.064% among 360,000; AID 504884; in the data active means activity above about 50%, passing the limit was not always enough; further: inactives centre near 2
# Rv3671c inh: Rv3671c (M. tuberculosis) protease inhibition. P9WHR9. inhibition, % at 5.96 µM. hit rate 0.048% among 320,000; in the data active means inhibition above about 38%;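 further: extracellular domain of Rv3671c used as enzyme; 0% = enzyme with DMSO and 100% = no enzyme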
# Target sequence (P9WHR9 whole entry, looked up, the tested form may be a part): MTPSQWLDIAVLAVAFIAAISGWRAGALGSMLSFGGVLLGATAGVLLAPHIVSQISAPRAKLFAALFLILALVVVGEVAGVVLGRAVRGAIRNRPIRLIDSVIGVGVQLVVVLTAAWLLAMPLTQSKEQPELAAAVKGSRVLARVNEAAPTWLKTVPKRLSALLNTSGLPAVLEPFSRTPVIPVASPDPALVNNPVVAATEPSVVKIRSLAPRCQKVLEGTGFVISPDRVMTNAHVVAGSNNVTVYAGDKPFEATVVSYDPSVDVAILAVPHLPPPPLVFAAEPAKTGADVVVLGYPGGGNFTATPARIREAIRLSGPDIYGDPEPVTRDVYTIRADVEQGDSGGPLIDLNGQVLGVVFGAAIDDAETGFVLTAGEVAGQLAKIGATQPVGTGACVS
# Vc quorum ag: quorum light induction in luxS cqsA deficient V. cholerae; hit rate 0.16% among 350,000; activation, % at 18.7 µM; AID 588436; V. cholerae BH1578 lux reporter, luminescence, 6 h; in the data active means activation mostly above about 9.7%, no sharp cut-off; further: not every result past the cut was called active; inactives centre near 0; reference of the scale not given here
# VHR inh abs: DUSP3 (human) phosphatase inhibition; P51452; recombinant VHR phosphatase, pNPP absorbance; inhibition, % at 13.3 µM; hit rate 0.52% among 290,000; AID 1654; in the data active means inhibition above about 50%; further: some compounds called inactive have numbers as strong as hits
# Target sequence (P51452 whole entry, looked up): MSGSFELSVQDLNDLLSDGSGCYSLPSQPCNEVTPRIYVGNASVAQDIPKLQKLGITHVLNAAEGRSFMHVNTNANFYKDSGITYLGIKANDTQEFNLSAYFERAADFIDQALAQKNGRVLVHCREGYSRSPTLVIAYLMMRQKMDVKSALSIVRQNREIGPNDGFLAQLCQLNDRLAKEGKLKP
# SARS 3CLpro inh: SARS-CoV 3CLpro protease inhibition | P0C6X7 | recombinant SARS-CoV 3CLpro, quenched FRET peptide cleavage | inhibition, % at 6 µM | hit rate 0.14% among 290,000 | AID 1706; in the data active means inhibition above about 12%
# CCHF vOTU inh: CCHFV vOTU protease inhibition; inhibition, % at 11.5 µM; AID 651958; Pep-AMC fluorescence; hit rate 0.55% among 370,000; in the data active means inhibition above about 30%; further: 0% = vehicle wells with enzyme and 100% = no enzyme wells
# MazEF act: increases E. coli MazEF RNase cleavage of RNA; FAM/BHQ RNA-DNA oligo cleavage fluorescence, 5 h; AID 504720; hit rate 0.32% among 350,000; activation, % at 20 µM; P0AE70; in the data active means activation above about 50%
# Target sequence (P0AE70 whole entry, looked up): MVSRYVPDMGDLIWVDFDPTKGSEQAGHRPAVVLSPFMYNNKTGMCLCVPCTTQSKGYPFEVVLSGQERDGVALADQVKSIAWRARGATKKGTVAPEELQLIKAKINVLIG
# Starred values were filed as active, the others as inactive; i = inactive; nt = not tested or not shown; & = joins results of further samples. A portion of the library; rates above refer to the full screens.
SMILES,PrPC surface inh,TcdB GH inh,PriA SSB inh,Y pestis TopoI,Rv3671c inh,Vc quorum ag,VHR inh abs,SARS 3CLpro inh,CCHF vOTU inh,MazEF act
O=C(NCCOc1ccccc1)C1CCCN1C(=O)c1cccs1 (stereo unspecified),-3,nt,-3,-4,7,-4.8,nt,1,6,-5
CCCc1nnc(NC(=O)CCC(=O)N2CCN(Cc3cc(F)ccc3OC)CC2)s1,-4,0.6,2,5,3,-2.0,2,0,2,4
Nc1c(-c2cccc(Cl)c2)cnn1-c1ccccc1,-3,-0.2,6,5,-8,-0.8,9,3,0,13
Nc1cccc(NP(=O)(c2ccccc2)c2ccccc2)c1,-4,0.1,-11,2,-12,-0.5,8,0,-7,3
Cc1ccc(-n2nc(C)cc2NC(=O)CC#N)cc1,1,-1.7,0,1,3,-0.2,13,4,24,9
CCOC(=O)c1c(CSc2ccccc2)n(C)c2cc(Br)c(OCC(O)CNC(CO)(CO)CO)cc12 (stereo unspecified),1,0.2,5,-20,-32,-0.2,39,-2,0,-30
CC/C(=N/Nc1ccccc1)c1cnnc(-c2ccccc2)n1,7,nt,nt,-1,-1,-0.3,-8,-2,1,-4
CCOC(=O)C1(C)CCCN(C(=O)c2ccc(OC(F)F)cc2)C1 (stereo unspecified),-2,0.5,nt,-1,nt,-0.3,nt,nt,0,nt
CCOC(=O)CNC1CC(=O)N(c2ccc(Br)cc2)C1=O (stereo unspecified),5,-1.6,-8,5,4,i,0,0,-9,-6
O=[N+]([O-])c1cccnc1Oc1cccnc1,-13,1.2,-6,15,10,7.1,32,1,3,1
COC(=O)C1=C(CS(=O)(=O)c2ccccc2)NC(=O)NC1c1ccc(OC)c(OC)c1 (stereo unspecified),3,1.6,3,-3,2,-0.7,13,-2,10,5
COC(=O)c1ccc(NC(=O)c2ccc(F)cc2)o1,7,nt,-25,-2,-6,i,14,-2,-4,8
CCOc1ccc2[nH]c(=O)c(CN(Cc3ccc(F)cc3)C(=O)c3ccco3)cc2c1,1,nt,-4,20,-3,nt,21,1,-11,3
Clc1ccc(Oc2nc(Oc3ccc(Cl)cc3)nc(N3CCOCC3)n2)cc1,8,nt,-20,-3,-13,-0.4,24,-2,6,4
CCn1c(SCC(=O)Nc2ccc(S(N)(=O)=O)cc2)nnc1-c1cccc(OC)c1,2,nt,-1,0,-3,-0.7,15,-3,5,2
COCCN(C(=O)CSc1nc2ccccc2s1)c1c(N)n(Cc2ccccc2)c(=O)[nH]c1=O,-1,1.1,8,20,nt,0.0,nt,nt,2,-18
COc1cccc(-c2nnc(-c3ccc4ccccc4c3)o2)c1,1,-0.1,-6,19,nt,i,nt,nt,1,-12
Cn1c(=O)c2c(ncn2CC(=O)OCC(=O)NCc2ccccc2Cl)n(C)c1=O,5,nt,-11,9,1,-1.7,1,0,17,6
S=C(NCc1ccc(Cl)c(Cl)c1)NCc1ccco1,-1,1.2,7,-8,nt,i,32,4,15,4
COc1ccc(-c2nc(C)sc2C)cc1,-10,0.3,-2,7,2,-0.5,1,-4,-4,-1
CCOC(=O)c1ccc(N2C(=O)CC(N3CCC(O)(c4ccc(Br)cc4)CC3)C2=O)cc1 (stereo unspecified),8,nt,-10,1,-1,-0.4,-12,5,4,-1
Cc1c(C(=O)NCCN2CCOC2=O)oc2c(F)cccc12,3,1.2,-10,-3,-1,-0.4,24,-1,7,-6
Cc1cccc(Cn2nc(C)c(NC(=O)c3ccc(F)cc3)c2C)c1,-4,1.3,-10,7,6,-1.1,33,2,-6,-16
COC(=O)CSc1ncccc1-c1nc2ccccc2[nH]1,9,nt,-14,-7,-5,-0.3,-16,3,-6,0
O=C(COc1ccccc1Cl)NC1CC1,-2,0.3,-7,9,1,-11,-4,-1,-1,-6
COc1ccc(N2CCN(C(=O)c3ccccc3F)CC2)c([N+](=O)[O-])c1,-10,1.3,13,3,-7,2.3,-19,-2,-4,1
CCCCc1c(O)nc(SCC(=O)c2ccccc2)n(-c2ccccc2C)c1=O,4,2.5,-1,-1,0,i,5,5,-11,-8
O=C(Nc1ccc(Cl)c(Cl)c1)Nc1nc(-c2ccccc2)cs1,7,nt,-5,-10,-37,0.1,7,-1,9,1
CC1(C)C(=O)NCCN1C(=O)c1ccc2nc(Cc3ccccc3F)oc2c1,4,1.9,-2,0,-1,-7.7,-29,3,-5,4
Cc1nc2ncnn2c(N2CCN(C(=O)c3cccc(F)c3)CC2)c1Cc1ccccc1,2,nt,-5,24,-5,-2.9,2,-2,-5,1
COc1ccc(CN2CCc3ccccc3C2)c(OC)c1,-10,-0.6,-7,13,3,-0.6,8,1,1,4
CC1CCCC(NC(=O)c2ccc3c(c2)OCO3)C1C (stereo unspecified),5,2.4,-11,14,5,i,nt,nt,5,-1
Cc1cc(=O)oc2cc(NC(=O)C(C)Oc3ccc(F)cc3)ccc12 (stereo unspecified),5,0.7,-11,-3,-7,-1.1,nt,nt,-9,-3
CCOc1ccccc1/C=c1\sc2ncnn2c1=O,0,-2.7,nt,2,10,-1.2,47,0,-3,-4
Cc1ccc(-c2cc3nc(-c4ccccc4)cc(NCCCO)n3n2)cc1,2,-0.1,nt,-6,nt,-0.4,nt,nt,-41,-26
CN(C)CCN(Cc1ccccc1)S(=O)(=O)c1csc(C(N)=O)c1,0,2.3,-11,-4,0,-0.4,18,6,9,-5
CC(=O)Nc1ccc(S(=O)(=O)N2CCN(C(C)CCc3ccccc3)CC2)cc1 (stereo unspecified),-3,nt,2,-4,-2,0.3,-8,-1,0,0
CN(Cc1ccccc1)C(=O)c1[nH]cnc1C(=O)NC1CCN(C(=O)OC(C)(C)C)CC1,7,1.4,-2,6,-8,i,nt,nt,-2,-5
CC1CCN(CC(=O)Nc2ccc(S(=O)(=O)N3CCCC(C)C3)cc2)CC1 (stereo unspecified),8,1.0,-8,28,nt,i,15,0,-7,-3
CC(C)Oc1ccc(C(=O)NCCNC(=O)c2ccco2)cc1,-2,0.7,-11,0,-1,-0.2,-4,-5,5,15
O=C(NCc1ccc2c(c1)OCO2)c1cc(-c2ccccc2)c(N2CCOCC2)s1,nt,nt,-6,30,2,i,-14,0,nt,4
Cc1ccc(C(O)c2ncc(-c3ccc(C(F)(F)F)cc3)[nH]2)cc1F (stereo unspecified),17,1.4,nt,-18,nt,i,nt,nt,18,nt
CCc1ccc(-n2c(SCC(=O)c3ccc4c(c3)NC(=O)CO4)nc3ccccc3c2=O)cc1,2,2.1,-4,10,9,i,34,-2,4,-20
COc1ccccc1N1CCN(C(=O)N2CCOCC2)CC1,4,2.2,-17,3,5,-0.1,3,1,-8,-1
O=C(NC1CCCC1)C(c1ccco1)N(C(=O)c1ccco1)c1ccc(F)cc1 (stereo unspecified),5,0.5,4,9,-5,-0.6,7,-4,-11,2
CCOC(=O)c1[nH]c2ccccc2c1NC(=O)C1CCCC1,-6,0.1,-2&-6,5,6,-0.3,14,nt,5,3
COc1ccc(N=c2oc3c(OC)cccc3cc2C(=O)NCc2ccco2)c(OC)c1,nt,nt,6,-9,-4,-6.2,-4,1,nt,65*
CCOC(=O)c1csc(NC(=O)c2cc(=O)c3ccccc3o2)n1,-6,6.4,2&12,-1,-3,nt,44,0,4,-5

# Part of the list above, reduced to PrPC surface inh and Rv3671c inh:
SMILES | PrPC surface inh | Rv3671c inh
CCc1ccc(-n2c(SCC(=O)c3ccc4c(c3)NC(=O)CO4)nc3ccccc3c2=O)cc1 | 2 | 9
COc1ccccc1N1CCN(C(=O)N2CCOCC2)CC1 | 4 | 5
O=C(NC1CCCC1)C(c1ccco1)N(C(=O)c1ccco1)c1ccc(F)cc1 (stereo unspecified) | 5 | -5
CCOC(=O)c1[nH]c2ccccc2c1NC(=O)C1CCCC1 | -6 | 6
COc1ccc(N=c2oc3c(OC)cccc3cc2C(=O)NCc2ccco2)c(OC)c1 | nt | -4
CCOC(=O)c1csc(NC(=O)c2cc(=O)c3ccccc3o2)n1 | -6 | -3

# Molecules shown so far that contain a thiophene ring, fused or not (three):
SMILES,PrPC surface inh,TcdB GH inh,PriA SSB inh,Y pestis TopoI,Rv3671c inh,Vc quorum ag,VHR inh abs,SARS 3CLpro inh,CCHF vOTU inh,MazEF act
O=C(NCCOc1ccccc1)C1CCCN1C(=O)c1cccs1 (stereo unspecified),-3,nt,-3,-4,7,-4.8,nt,1,6,-5
CN(C)CCN(Cc1ccccc1)S(=O)(=O)c1csc(C(N)=O)c1,0,2.3,-11,-4,0,-0.4,18,6,9,-5
O=C(NCc1ccc2c(c1)OCO2)c1cc(-c2ccccc2)c(N2CCOCC2)s1,nt,nt,-6,30,2,i,-14,0,nt,4

# Next compounds
SMILES,PrPC surface inh,TcdB GH inh,PriA SSB inh,Y pestis TopoI,Rv3671c inh,Vc quorum ag,VHR inh abs,SARS 3CLpro inh,CCHF vOTU inh,MazEF act
c1ccc(CNc2nc(NCC3CC3)nc3cc(-c4ccccc4)sc23)cc1,9,0.9,nt,-2,nt,-1.4,nt,nt,-3,nt
OC(c1ccc(F)cc1)c1nc(-c2ccncc2)cs1 (stereo unspecified),14,0.5,nt,-8,nt,-0.7,nt,nt,-10,nt
Cc1cccc(Nc2ncc3c(n2)CC(C)CC3=O)c1 (stereo unspecified),-2,nt,-16,0,2,0.6,12,0,9,-1
Cc1ccc(NC(=O)CSc2nc(-c3ccco3)cc(C(F)(F)F)n2)cc1C,0,nt,-7,-2,-2,-2.8,3,3,-5,4
COc1cc(-c2cc(C(=O)OCC(=O)NC3CC3)c3ccccc3n2)cc(OC)c1OC,-3,0.1,0,3,-6,i,nt,nt,3,15
O=C(CSc1nnc(NC2CCCCC2)s1)Nc1ccc(N2CCOCC2)cc1,4,-1.0,-2,3,-2,-1.8,21,-6,-11,0
CC(CNC(=O)C1CCCCC1C(=O)O)c1ccccc1 (stereo unspecified),6,1.8,-8,0,-6,-0.2,31,4,18,3
COc1cc(C(=O)O)nc2ccc([N+](=O)[O-])cc12,-39,1.0,-12,6,-5,0.1,12,-1,-1,6
COc1ccc(CC(=O)NNC(=O)c2ccc(Br)s2)cc1OC,-4,0.2,-7,0,8,-5.9,nt,nt,4,0
Cc1cc(C(F)F)n2nc(C(=O)Nc3ccccc3Br)nc2n1,0,nt,-7,12,-6,5.6,14,3,1,-5

# Bioassay records as filed in PubChem.
